XBP1 UPR activ: activators of adaptive arm of unfolded protein response (XBP1); CHO-XBP1 luciferase reporter, IRE1-XBP1 UPR activation, luminescence; percent of tunicamycin response, DMSO as zero; activation, % at 20 µM; 0.33% of 330,000 active; AID 463104;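 active means versus positive control, 20 µM dose yields 30% or more activation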;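 further: 100% = tunicamycin at 10 µg/mL and 0% = DMSO only wells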
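Assay system: CHO-XBP1 luciferase reporter cells; Schedule: 6 h treatment, 37 °C; Detection: glow luminescence from Steady-Glo reagent; Benchmarks: high control tunicamycin 10 µg/mL final, low control DMSO vehicle only.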
CHOP UPR activ: activators of apoptotic arm of unfolded protein response (CHOP). CHO-CHOP luciferase reporter, UPR activation, luminescence; percent of tunicamycin response over DMSO baseline. activation, % at 10 µM. 0.34% of 330,000 active;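 active means at 10 µM dose, activation of 40% or more, normalized to positive control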;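 further: 100% = tunicamycin at 10 µg/mL and 0% = DMSO alone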
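Dosing – one dose, 10 µM in 0.5% DMSO · System – CHO-CHOP cells, stable luciferase reporter of PERK-eIF2a-CHOP signalling · Input – 500 cells/well · Control set – tunicamycin 10 µg/mL final as positive, DMSO-only wells as negative · Timing – 6 h compound treatment, 37 °C · Measure – % activation vs tunicamycin · Technique – luminescence read with Steady-Glo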
Gli-Sufu block: blocks Gli-Sufu signaling in a luciferase reporter; Sufu-KO-LIGHT fibroblasts, Gli luciferase reporter luminescence; inhibition, % at 5 µM; 0.74% of 340,000 active; AID 588413;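 active means inhibition above about 55%, limit read from the data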;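 further: 0% = DMSO-treated cells and 100% = wells with medium but no cells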
EBI2 block: blocks human EBI2 receptor beta-arrestin signaling; 0.81% of 360,000 active; EBI2 beta-arrestin recruitment, luminescence, 7a,25-OHC stimulated; inhibition, % at 5 µM; P32249; in the data active means inhibition above about 38%;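 further: enzyme fragment complementation signal reports receptor beta-arrestin coupling in cells; 0% = agonist plus DMSO wells and 100% = wells without agonist; some results beyond the cut were filed as inactive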
Target sequence (P32249 whole entry, looked up, the tested form may be a part): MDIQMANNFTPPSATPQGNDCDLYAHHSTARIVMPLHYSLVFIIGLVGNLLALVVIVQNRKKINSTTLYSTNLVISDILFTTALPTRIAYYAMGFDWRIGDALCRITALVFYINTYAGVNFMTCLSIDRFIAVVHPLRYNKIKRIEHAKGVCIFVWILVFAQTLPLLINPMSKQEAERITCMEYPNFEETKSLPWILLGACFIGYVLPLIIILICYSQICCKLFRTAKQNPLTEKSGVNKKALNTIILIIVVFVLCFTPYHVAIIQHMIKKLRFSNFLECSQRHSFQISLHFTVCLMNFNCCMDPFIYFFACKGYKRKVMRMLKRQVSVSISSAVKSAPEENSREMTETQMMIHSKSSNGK
697 NFkB inh: lowers PMA/ionomycin-induced NF-kB signal in 697 B cells. 0.33% of 330,000 active. 697 B-cell NF-kB luciferase reporter, 16 h. inhibition, % at 4 µM. AID 435022; in the data active means inhibition above about 35%
CXCR6 block: CXCR6 (human) receptor inhibition. O00574. CHO-K1 PathHunter CXCR6 beta-arrestin, luminescence. inhibition, % at 20 µM. 0.36% of 360,000 active; in the data active means inhibition above about 34%, passing the limit was not always enough;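 further: antagonist mode with CXCL16 agonist at 10 nM final; 0% = 10 nM CXCL16 with DMSO and 100% = unstimulated wells without agonist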
Target sequence (O00574 whole entry, looked up): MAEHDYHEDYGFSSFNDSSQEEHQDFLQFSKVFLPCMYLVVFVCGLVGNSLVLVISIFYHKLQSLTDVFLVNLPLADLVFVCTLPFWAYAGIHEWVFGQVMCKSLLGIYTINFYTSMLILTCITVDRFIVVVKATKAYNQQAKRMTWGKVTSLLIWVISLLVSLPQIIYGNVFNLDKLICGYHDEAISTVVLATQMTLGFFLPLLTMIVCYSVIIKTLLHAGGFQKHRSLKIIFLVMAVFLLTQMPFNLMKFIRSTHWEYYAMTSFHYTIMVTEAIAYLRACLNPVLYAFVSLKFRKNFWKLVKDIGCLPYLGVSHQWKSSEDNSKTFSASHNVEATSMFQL
Jurkat NFkB inh: inhibitors of the PMA/ionomycin-induced NF-kB reporter in Jurkat cells | inhibition, % at 4 µM | 0.53% of 330,000 active | AID 435003 | PMA/ionomycin-induced NF-kB luciferase reporter, luminescence; in the data active means inhibition above about 50%
CCR6 antagonist: CCR6 (human) receptor antagonism. P51684. CHO-K1 CCR6 PathHunter beta-arrestin, luminescence, CCL20-stimulated. inhibition, % at 20 µM. 0.49% of 340,000 active. AID 493098;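 active means compounds whose inhibition of the agonist-driven luminescence signal at 20 µM reaches about 50%, limit read from the data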;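 further: cells stimulated with CCL20 at 14 nM final; plate controls were DMSO with CCL20 for no effect and DMSO without agonist for full effect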
Target sequence (P51684 whole entry, looked up): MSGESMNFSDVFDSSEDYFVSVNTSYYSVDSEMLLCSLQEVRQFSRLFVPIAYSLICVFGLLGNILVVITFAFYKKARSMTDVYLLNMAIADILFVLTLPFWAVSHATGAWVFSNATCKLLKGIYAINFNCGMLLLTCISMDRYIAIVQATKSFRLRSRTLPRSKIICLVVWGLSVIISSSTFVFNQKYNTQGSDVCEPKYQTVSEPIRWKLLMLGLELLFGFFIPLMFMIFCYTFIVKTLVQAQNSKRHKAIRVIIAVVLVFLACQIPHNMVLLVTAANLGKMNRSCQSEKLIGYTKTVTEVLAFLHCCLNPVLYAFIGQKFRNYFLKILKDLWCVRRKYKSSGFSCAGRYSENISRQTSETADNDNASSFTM
Mdm2 MdmX PPI: human Mdm2/MdmX binding inhibition | O15151+Q00987 | SaOS-2 split-luciferase Mdm2/MdmX complementation, luminescence | inhibition, % at 8 µM | 3% of 330,000 active;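 active means inhibition of at least 50% at 8 µM in the primary screen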
* hit, by the source's call; · = not tested or not shown.

SMILES	XBP1 UPR activ	CHOP UPR activ	Gli-Sufu block	EBI2 block	697 NFkB inh	CXCR6 block	Jurkat NFkB inh	CCR6 antagonist	Mdm2 MdmX PPI
CCN(CC)S(=O)(=O)c1ccc2oc(C(=O)NCC3COc4ccccc4O3)c(C)c2c1 (stereo unspecified)	1	-0.4	10	10	-20	12	-2	13	38
O=C(NCC12CC3CC(CC(C3)C1)C2)c1nn2c(c1Cl)NC(c1ccco1)CC2C(F)(F)F (stereo unspecified)	-2	-0.4	0	23	11	2	6	13	19
CCn1cc(C(=O)N2CCN(c3ccc(C(C)=O)cc3)CC2)c2cc(OC)c(OC)cc2c1=O	2	-0.1	-3	-8	-10	-2	2	2	-13
O=C(O)c1cc(-c2ccco2)nc2ccccc12	-3	1.0	-5	-1	29	-5	5	8	-20
Cc1ccc(NC(=O)CN2CCc3cc4c(cc3C2)OCCCO4)cc1C	-2	1.7	-1	6	7	1	8	6	11
CC1C2C(c3ccccc3)N(C)C(=O)N(C)C2N(C)C(=O)N1C (stereo unspecified)	4	-0.8	·	-8	-16	2	-5	18	16
Cc1ccc(OCC(=O)OCC(=O)Nc2ccc3c(c2)OCO3)cc1C	0	-1.7	-2	-6	3	0	-11	4	-1
COc1ccc(C(C(=O)NCC2CCCO2)N(C(=O)CNC(=O)c2ccco2)c2cc(C)cc(C)c2)cc1OC (stereo unspecified)	2	0.4	23	1	12	1	-7	15	-21
COc1ccc(NS(=O)(=O)c2cc(NC(=O)c3sccc3C)ccc2N2CCOCC2)cc1	0	-0.1	-4	13	-11	8	50*	10	57*
COc1c(Br)cc2c(C)c(C(=O)N3CCOCC3)oc2c1Br	5	3.8	-7	·	-12	·	-32	4	1
Cc1onc(-c2ccccc2)c1C(=O)n1nnc2ccccc21	-3	0.5	19	-18	11	24	6	23	-5
O=C(Cc1ccc(F)cc1)N1CCC(CC2CC(c3ccc(Cl)cc3)=NO2)(C(=O)NCC2CCCCC2)CC1 (stereo unspecified)	-1	-1.2	17	13	16	24	10	14	41
Cc1ccc(C(=O)NCCCNC(=O)c2ccccc2F)cn1	0	1.3	-1	0	11	-2	-1	12	19
COc1ccc(CCNC(=O)COC(=O)C2CC2)cc1OC	2	-1.4	7	-3	-5	-6	-10	-7	-2
COc1cc(C(=O)NCCOC(=O)c2cccc(N(C)C)c2)cc(OC)c1OC	0	1.1	14	-3	-5	-4	7	9	-4
COc1cc(OC)cc(C(=O)OCC(=O)NCCCc2ccccc2)c1	-5	-0.4	4	10	11	4	-15	7	2
NC(=O)c1ccc2c(=O)n3c(-c4cccs4)csc3nc2c1	3	4.8	-2	2	-20	5	-21	4	-19
CC(=O)NC1C(OC(=O)/C=C/c2ccccc2)OC(COC(C)=O)C(OC(C)=O)C1OC(C)=O (stereo unspecified)	-5	-3.1	-3	-6	2	-3	15	-10	-17
CC1CCN(S(=O)(=O)c2ccc3c(c2)c(=O)c(C(=O)NC2CCCC2)cn3C)CC1	-2	-0.2	-3	-14	20	9	8	-14	15
CCC(=O)c1ccc(OCC(=O)Nc2ccccc2N2CCCCC2)cc1	1	0.8	7	-12	-11	8	51*	2	21
CCNC(=S)NNC(=O)c1cc(C)on1	-2	-2.5	-10	-12	-3	-1	-11	-9	-4
Cc1ccc(NC(=O)c2ccc3c(c2)N(CC(=O)NC(C)C)C(=O)C(C)(C)O3)cc1	-4	-0.5	4	4	-4	-3	-17	23	14
N#CCCN(C(=O)CSc1ccc2c(c1)OCCO2)c1ccccc1	-1	-1.0	3	-6	4	11	1	9	-12
CC(C)(C)[C@H]1C=C(C(=O)N2CCN(Cc3ccc4c(c3)OCO4)CC2)O[C@@H](OCc2ccc(CO)cc2)C1	1	0.0	32	14	-10	3	9	13	15
COC(=O)/C=C/CSC1=N/C(=C/c2ccc(-n3cncn3)cc2)C(=O)N1	1	0.4	-1	-3	21	2	-1	-16	19
Nc1ncnc2c1ncn2[C@@H]1O[C@H](CNC(=O)[C@H](N)Cc2cscn2)[C@@H](O)[C@H]1O	2	-0.1	-9	-10	-5	-3	·	7	8
Cc1ccc(C(=O)CN(C(=O)c2ccc(Cl)cc2)N2C(=O)c3ccccc3C2=O)cc1	-2	0.0	0	6	19	8	4	-11	-14
CCOc1ccc(Cl)cc1S(=O)(=O)N1CCC(C(=O)NCc2ccccn2)CC1	-2	0.2	6	-2	13	6	2	3	17
CC(C)(C)n1nnnc1C(c1ccc(Cl)cc1)N1CCCc2ccccc21 (stereo unspecified)	-1	-0.7	-2	21	1	9	3	12	8
N#CCC(=O)Nc1ccc(C(=O)OCC(=O)NNC(=O)c2cccs2)cc1	3	0.5	-6	-5	4	-3	-5	8	11
CNC(=S)N(C)c1ccccc1	0	3.7	-3	-2	-88	5	22	1	-21
CS(=O)(=O)N(CC(=O)N/N=C/c1cc([N+](=O)[O-])ccc1Cl)c1ccccc1	-4	1.1	8	-4	11	-5	6	-1	-10
CC1CCCCN1C(=O)C1CCCCN1S(=O)(=O)c1cccc([N+](=O)[O-])c1 (stereo unspecified)	2	0.3	5	2	-6	8	3	2	-5
Cc1ccc(C)c(S(=O)(=O)N/N=C/c2ccc(N(C)C)cc2)c1	-1	0.9	-7	-1	15	3	0	-9	-12
Cc1cc(=O)oc2c3c(cc(OCC(=O)NCc4ccco4)c12)OC(C)(C)CC3	8	-3.4	4	3	-17	15	-15	10	22
CC(=O)c1ccc(NC(=O)COC(=O)CCC2CCCC2)cc1	-5	0.4	0	3	5	-4	-16	11	11
COc1ccc(-c2noc(C3CCCN(C(=O)c4ccccc4C)C3)n2)cc1 (stereo unspecified)	-5	1.6	19	14	-36	4	5	5	27
COc1ccc(OCCC(=O)OCc2c(C)noc2C)cc1	-2	-0.5	-5	-2	-1	-19	-7	10	2
COc1ccccc1C1=CC(=O)C[C@H](c2ccc(Cl)cc2)C1	0	-0.8	-14	22	0	12	36	29	25
CCCCC1=CC2=CC(=O)C(C)(OC(=O)c3cnc4ccccc4n3)C(=O)C2=CO1 (stereo unspecified)	-1	-1.1	·	·	6	·	9	·	6
COCCC1CCCCN1C(=O)c1ccc(OC2CCN(C(C)=O)CC2)c(OC)c1 (stereo unspecified)	-8	0.0	1	-1	2	12	-5	4	17
O=C(O)CCn1c(=O)[nH]c2ccccc2c1=O	0	-2.6	3	1	8	-10	1	-12	-21
CCN(C(=O)CSc1nnc(-c2ccc(F)cc2)n1C)C1CCS(=O)(=O)C1 (stereo unspecified)	-2	-0.3	8	-4	6	8	1	2	4
CN1CCN(c2ccccc2NC(=O)c2cccc([N+](=O)[O-])c2)CC1	-3	0.1	4	8	4	3	0	1	2
CC(=O)O/N=C/c1c(Cl)n(C)c2ccccc12	13	-0.2	1	0	6	-9	-1	9	-6

Looked up by structure from the list above:
SMILES	XBP1 UPR activ	CHOP UPR activ	Gli-Sufu block	EBI2 block	697 NFkB inh	CXCR6 block	Jurkat NFkB inh	CCR6 antagonist	Mdm2 MdmX PPI
O=C(O)CCn1c(=O)[nH]c2ccccc2c1=O	0	-2.6	3	1	8	-10	1	-12	-21
CC(=O)O/N=C/c1c(Cl)n(C)c2ccccc12	13	-0.2	1	0	6	-9	-1	9	-6

Carrying on.
SMILES	XBP1 UPR activ	CHOP UPR activ	Gli-Sufu block	EBI2 block	697 NFkB inh	CXCR6 block	Jurkat NFkB inh	CCR6 antagonist	Mdm2 MdmX PPI
Cc1cc(C(=O)CSc2nnnn2-c2ccccc2)c(C)n1CC1CCCO1 (stereo unspecified)	-1	2.4	-73	11	-97	-9	-71	1	-70
CCC(CC)C(=O)Nc1cccc(C(=O)N2CCCCCC2)c1	-1	-1.5	1	-2	3	-2	5	12	32
C=CCn1c(SCC(=O)Nc2cc(C)ccc2C)nnc1-c1cnccn1	-1	1.1	-2	3	4	0	-2	5	1
COc1ccccc1COCC(O)CN(Cc1ccco1)Cc1ccccc1O (stereo unspecified)	-1	1.3	2	7	12	4	1	88*	20
NC(=O)c1ccc(NCC2COc3ccccc3O2)c([N+](=O)[O-])c1 (stereo unspecified)	1	2.3	-12	2	12	8	-15	27	6
CC(C)C[C@H]1CN=C(Nc2ccccc2)N1CCC1CCCC1	1	-0.3	11	-5	15	4	7	12	22
O=C(OCc1ccc(Cl)c(Cl)c1)c1cccnc1Cl	5	2.4	-12	-6	-8	-7	-1	7	8
CCn1cc([N+](=O)[O-])c(C(=O)N2CCCc3ccccc32)n1	0	4.3	-4	2	15	1	15	2	18
CCN(c1ccccc1)S(=O)(=O)c1cc(C(=O)Nc2ccc(F)c(F)c2)ccc1F	5	3.6	5	20	-20	6	6	11	36
Cc1ccc(-n2ncc3c2CC(C)(C)CC3NC(=O)c2ccccn2)cc1 (stereo unspecified)	-1	5.3	18	9	-31	7	8	25	8
CCn1nnc(-c2ccccc2NC(=O)c2cccc(-n3cnnn3)c2)n1	-3	-1.6	6	2	3	0	5	6	-9
CCC1CCc2c(sc(NC(=O)C3c4ccccc4Oc4ccccc43)c2C(N)=O)C1 (stereo unspecified)	2	2.1	5	5	-25	0	-11	3	9
Cc1nn(-c2nc3ccccc3s2)c(N)c1-c1ccc(Cl)cc1	4	4.4	-44	54*	-77	11	-60	1	-64
COC(=O)C1=C(C)N(Cc2ccccc2)C(=NCCCCO)N[C@H]1c1ccccc1	1	-0.6	6	·	-8	·	-17	8	-1
CSC(=NC#N)N1CCN(c2cccc(Cl)c2)CC1	-2	-2.1	20	-21	20	-15	-21	6	-11

Limited to XBP1 UPR activ, Jurkat NFkB inh and CCR6 antagonist, for some of the entries so far:
mol | XBP1 UPR activ | Jurkat NFkB inh | CCR6 antagonist
O=C(O)CCn1c(=O)[nH]c2ccccc2c1=O | 0 | 1 | -12
CCN(C(=O)CSc1nnc(-c2ccc(F)cc2)n1C)C1CCS(=O)(=O)C1 (stereo unspecified) | -2 | 1 | 2

The list goes on.
SMILES	XBP1 UPR activ	CHOP UPR activ	Gli-Sufu block	EBI2 block	697 NFkB inh	CXCR6 block	Jurkat NFkB inh	CCR6 antagonist	Mdm2 MdmX PPI
O=C1c2ccccc2C(=O)N1CCCCCCc1ccccc1	-4	1.0	-7	3	5	3	2	20	-3
O=C1c2cc(Br)ccc2N(Cc2ccc(Br)cc2)S(=O)(=O)C1c1cc(Cl)c(Cl)cc1[N+](=O)[O-] (stereo unspecified)	1	1.3	-34	3	-7	20	-5	28	31
COc1ccc(F)cc1CN1CCN(CC(=O)Nc2ccccc2C(=O)NC2CC2)CC1	-5	-0.9	4	-9	-4	6	4	-7	-20
CC(C)CN(C(=O)C(c1ccccc1)c1ccccc1)c1c(N)n(CC(C)C)c(=O)[nH]c1=O	2	1.3	18	3	12	2	-9	-2	8
COc1cc2[nH]c(=S)n(Cc3ccc(C)cc3)c(=O)c2cc1OC	0	-0.7	-12	-1	0	-3	-34	-3	9
Cc1c(OCC(=O)N[C@H](C(=O)O)c2ccccc2)ccc2c3c(c(=O)oc12)CCCC3	-2	9.7	-2	6	22	3	1	11	2
O=C(CSc1nnc2ccccn12)Nc1ccc(N2CCOCC2)cc1	1	1.6	-13	6	4	-2	6	-13	0
O=C(Nc1ccc(Br)cc1)c1cccc(N2C(=O)C3C4C=CC(C4)C3C2=O)c1 (stereo unspecified)	-3	0.7	2	16	5	-8	-5	19	17
NC(=O)c1ccc(SCC(=O)OCC(=O)NC2CCCCCCC2)c([N+](=O)[O-])c1	1	-1.8	-6	5	30	-9	-5	-14	2
Cc1cc(C)c(C#N)c(SCC(=O)Nc2cccc(S(=O)(=O)N3CCCC3)c2)n1	-3	-1.1	7	-6	-41	1	4	10	3

Screening data from PubChem BioAssay.
